CHRM1 antagonist = human CHRM1 antagonism | P11229 | CHO-K1 hM1, Fluo-8 calcium fluorescence, ACh EC80 antagonist | inhibition, % at 3 µM | 360,000 compounds, 1.3% hits | AID 588852;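 active = percent inhibition above its own plate's cutoff, namely the mean of that plate's compound wells plus 3 SD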;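 note: peak over basal fluorescence ratio during 140 s after agonist addition; 0% = ACh EC80 plus DMSO and 100% = DMSO alone without agonist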
Target sequence (P11229 whole entry, looked up): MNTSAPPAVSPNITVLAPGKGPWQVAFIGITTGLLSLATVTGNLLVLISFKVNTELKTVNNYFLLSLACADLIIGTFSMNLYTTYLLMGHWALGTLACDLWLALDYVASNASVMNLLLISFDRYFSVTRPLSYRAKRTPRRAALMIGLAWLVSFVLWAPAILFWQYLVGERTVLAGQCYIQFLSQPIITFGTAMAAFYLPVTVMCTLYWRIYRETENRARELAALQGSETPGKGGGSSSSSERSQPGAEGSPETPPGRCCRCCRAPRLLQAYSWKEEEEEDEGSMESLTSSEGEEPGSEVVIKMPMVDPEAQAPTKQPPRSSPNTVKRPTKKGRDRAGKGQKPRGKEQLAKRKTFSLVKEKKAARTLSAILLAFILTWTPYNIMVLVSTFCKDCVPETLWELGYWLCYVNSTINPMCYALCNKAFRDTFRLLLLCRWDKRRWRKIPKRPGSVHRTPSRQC
CHRM4 antagonist = antagonists of human muscarinic M4 receptor (CHRM4) | 360,000 compounds, 0.73% hits | AID 624125 | P08173 | CHO-hM4 cells, ACh EC80, Fluo-8 calcium fluorescence | inhibition, % at 3 µM;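 active = inhibition above its plate's cutoff, the mean inhibition of sample wells plus 3 SD, cut at about 27% in these data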;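 note: 0% = acetylcholine EC80 with DMSO and 100% = DMSO without agonist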
Target sequence (P08173 whole entry, looked up): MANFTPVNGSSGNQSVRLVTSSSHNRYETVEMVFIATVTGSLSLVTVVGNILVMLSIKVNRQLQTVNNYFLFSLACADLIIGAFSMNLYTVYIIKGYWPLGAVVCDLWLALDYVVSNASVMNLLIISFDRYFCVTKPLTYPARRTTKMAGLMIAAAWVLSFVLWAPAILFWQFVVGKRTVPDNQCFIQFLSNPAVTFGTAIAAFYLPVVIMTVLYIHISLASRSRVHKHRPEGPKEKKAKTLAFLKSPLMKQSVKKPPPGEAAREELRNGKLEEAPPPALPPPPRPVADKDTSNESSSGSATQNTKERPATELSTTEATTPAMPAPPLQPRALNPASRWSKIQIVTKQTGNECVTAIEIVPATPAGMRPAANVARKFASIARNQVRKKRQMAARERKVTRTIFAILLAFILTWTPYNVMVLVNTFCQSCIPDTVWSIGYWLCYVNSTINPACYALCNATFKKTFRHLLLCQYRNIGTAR
CHRM1 agonist = agonists of human M1 muscarinic receptor | AID 588814 | activation, % at 3 µM | CHO-K1 hM1, Fluo-8 calcium fluorescence, agonist mode; 0% DMSO, 100% acetylcholine EC100 | 360,000 compounds, 0.33% hits | P11229;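 active = activation above the run's mean compound activation plus 3 SD, cut at about 16% in these data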;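 note: peak over basal fluorescence ratio within a 140 s kinetic read after compound addition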
M1 PAM = potentiates human M1 receptor response to acetylcholine. P11229. CHO-K1 hM1, Fluo-8 calcium fluorescence, ACh EC20; 0% = ACh EC20, 100% = maximal ACh. activation, % at 3 µM. 360,000 compounds, 0.088% hits. AID 588819; in the data active = activation above about 19%, passing the limit was not always enough
M4 ag = agonists of human muscarinic M4 receptor (CHRM4). P08173. CHO-K1 hM4/Gqi5, Fluo-8 calcium fluorescence; vehicle 0%, full acetylcholine response 100%. activation, % at 3 µM. 360,000 compounds, 0.14% hits;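 active = activation above the run mean over all test wells plus 3 SD, cut at about 32% in these data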;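 note: peak over basal fluorescence ratio per well then scaled between controls; 0% = DMSO wells and 100% = acetylcholine at EC100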
CHO-K1 Ca antag = nonselective inhibitor or artifact in parental CHO-K1 cells; AID 602250; 360,000 compounds, 0.6% hits; inhibition, % at 3 µM; ATP-induced calcium, Fluo-8 fluorescence;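 active = inhibition above a per-plate cutoff, the plate's mean sample inhibition plus 3 SD, cut at about 24% in these data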;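 note: 0% = DMSO plus EC80 ATP and 100% = DMSO alone without ATP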
CHO parental Ca = signal in parental CHO cells, OX1R antagonist counter-screen; parental CHO-K1, ATP-induced calcium, Fluo-8 fluorescence; inhibition, % at 5.6 µM; 330,000 compounds, 0.63% hits; AID 463079;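 active = inhibition above that plate's mean sample inhibition plus 3 SD, cut at about 26% in these data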;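 note: 0% = ATP-challenged DMSO wells and 100% = DMSO wells without ATP; some compounds past the cut are filed as inactive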
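Measured by: calcium-sensitive Fluo-8 fluorescence / Test system: CHO parental line / Controls: ATP-challenged DMSO wells low, unchallenged DMSO wells high / Measure: % inhibition / Compound: single nominal dose of 5.6 µM per compound / Replicates: single well per compound, no replicates / Reagent: ATP as calcium-mobilizing challenge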
M1 ag parental = nonselective activator or artifact in parental CHO-K1 cells | Fluo-8 calcium fluorescence; scaled to maximal ATP response, vehicle zero | activation, % at 3 µM | 360,000 compounds, 0.48% hits | AID 602248; in the data active = activation above about 15%;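 note: untransfected CHO-K1 host cells lacking M1 receptor as counterscreen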
OXTR potentiate = potentiators of human oxytocin receptor. CHO-OTR cells, Fluo-8 calcium fluorescence, potentiator mode; 0% = oxytocin EC15, 100% = EC100. AID 2445. P30559. activation, % at 3 µM. 320,000 compounds, 0.061% hits;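 active = activation above that plate's cutoff, the mean activation of tested compounds plus 3 SD, cut at about 6.6% in these data, passing the limit was not always enough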;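 note: 100% uses oxytocin at 75 nM as the full agonist control; some results filed as inactive read as strong as hits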
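System: human OTR in CHO cells / Also added: sub-maximal oxytocin, roughly EC15 / Control set: EC15 oxytocin low, 75 nM oxytocin high / Schedule: 6 min compound pre-incubation at room temperature, 100 s kinetic read / Compound: single-point 3.0 µM / Replication: singlicate / Technique: Fluo-8 calcium dye fluorescence / Read-out basis: % activation of max/min ratio relative to oxytocin controls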
* hit, by the source's call; · = no result given.

| compound | CHRM1 antagonist | CHO parental Ca | M4 ag | CHRM4 antagonist | CHO-K1 Ca antag | OXTR potentiate | CHRM1 agonist | M1 ag parental | M1 PAM |
| --- | --- | --- | --- | --- | --- | --- | --- | --- | --- |
| Cc1ccc(NC(=S)NCc2ccccc2)cc1[N+](=O)[O-] | 25 | 0 | 11 | 12 | 20 | -10 | -1 | 12 | -17 |
| COc1ccc(N(CC(=O)N2CC=C(c3ccccc3)CC2)S(=O)(=O)c2c(C)noc2C)cc1 | 4 | -13 | 1 | -1 | -10 | -7 | -3 | 0.4 | -4 |
| Cc1ccc(S(=O)(=O)N(CC(=O)N2CCOCC2)c2ccc(Br)cc2)cc1 | -1 | -7 | 6 | -20 | -11 | -13 | -4 | 2.3 | 3 |
| NC(=O)[C@H]1CC2(CC(c3cccc(NC(=O)[C@H]4CCC(=O)N4)c3)=NO2)CN1C(=O)c1ccccc1C(=O)c1ccccc1 (stereo not given in full) | 4 | -6 | · | 2 | -3 | -2 | -8 | 0.1 | -1 |
| O=C(NCC1CCCO1)C(c1ccc(F)cc1)N(C(=O)Cn1nnc(-c2ccc(F)cc2)n1)c1cccc(O)c1 (stereo not given) | 36* | -22 | 18 | 6 | 2 | -16 | 0 | 9.8 | -9 |
| Cc1cc(Br)cn2c(Cc3ccsc3)c(-c3ccc(F)cc3)nc12 | -31 | · | -2 | -4 | -18 | · | -6 | -0.1 | 2 |
| CCOc1ccc(N(CC(=O)Nc2ccccc2OCC)S(=O)(=O)c2c(C)noc2C)cc1 | 0 | -29 | -1 | -3 | -21 | -5 | -3 | -0.6 | 0 |
| CC(C)N1CCC(N2CCN(C/C=C/c3ccccc3)CC2CCO)CC1 (stereo not given) | -11 | -1 | 0 | 2 | -12 | -7 | -15 | 0.6 | 14 |
| CC[C@@H](C)C(NC(=O)OC(C)(C)C)c1cn([C@@H](CCCCNC(=O)OC(C)(C)C)C(=O)N2CCN(C(=O)OC(C)(C)C)CC2)nn1 (stereo not given in full) | 7 | -22 | 17 | -9 | -15 | -21 | -7 | 1.7 | -6 |
| COc1ccc2oc(=Nc3cc(F)ccc3F)c(C(N)=O)cc2c1 | 6 | 4 | 1 | 2 | 6 | -23 | -2 | 0.0 | 0 |
| O=C(Nc1ccc(S(=O)(=O)Nc2ncccn2)cc1)c1nn(Cc2ccccc2)c(=O)c2ccccc12 | -34 | -13 | -2 | 11 | -10 | -1 | -5 | -0.1 | 11 |
| CCC(=O)c1ccc(OCC(O)CN2CCCCC2)cc1 (stereo not given) | 5 | 1 | -1 | 18 | 3 | -3 | -9 | 1.1 | -3 |
| O=C(COc1ccccc1)NC(=S)Nc1ccc2c(c1)Cc1ccccc1-2 | -1 | -10 | 1 | -7 | 1 | 0 | -2 | -0.3 | 5 |
| O=C(NC(=O)c1ccccc1)Nc1ccc(Cl)cn1 | 12 | -8 | 0 | 2 | 7 | -6 | -1 | -0.1 | -4 |
| CC(C)c1nc(SCC(=O)NCc2ccccc2)n[nH]1 | -19 | -3 | 0 | -6 | -4 | -4 | -3 | 0.6 | 3 |
| CCNC(=O)N(C)c1c(CC)nc2ccc(C(=O)N3CCN(C(C)=O)CC3)cn12 | -14 | · | 1 | -4 | -10 | · | -3 | 1.2 | 11 |
| CCN1C(=O)/C(=C2/C=Cc3ccccc3N2CC)SC1=S | -5 | -27 | 0 | -1 | -2 | -6 | -12 | -0.9 | 6 |
| OCCCNc1cc(-c2ccnc(Nc3cccc(Cl)c3)n2)ccn1 | 16 | -24 | 19 | -3 | -10 | -13 | -8 | 7.7 | -17 |
| CCOC(=O)c1c(C)[nH]c(C(=O)COC(=O)C2(C)CC2(Cl)Cl)c1C (stereo not given) | 18 | -19 | 14 | 6 | -2 | -22 | -2 | 5.5 | -16 |
| Cc1ccc(C(=O)NCC(c2ccc(F)cc2)N2CCOCC2)cc1S(=O)(=O)N1CCOCC1 (stereo not given) | 2 | · | 1 | -16 | -15 | · | -4 | 0.2 | 3 |
| Nc1ccc2sc(N)nc2c1 | -3 | -6 | 0 | 1 | 0 | -4 | 0 | 0.0 | 5 |
| CC1CN(CCOc2ccccc2C(C)C)CC(C)O1 (stereo not given) | -12 | -19 | -1 | -2 | 18 | 0 | -4 | -0.2 | 10 |
| C=CCn1c(CCNC(=O)c2cccs2)nnc1SCC(=O)c1cccc([N+](=O)[O-])c1 | -16 | -8 | 4 | -16 | -15 | -5 | -7 | 1.3 | 9 |
| Cc1ccc(OCCn2ccnc2)c([N+](=O)[O-])c1 | -17 | -9 | 1 | -7 | -1 | -1 | -9 | 0.7 | 6 |
| CCCCCCn1cc(CN2CC(N(C)CCC)CS2(=O)=O)nn1 (stereo not given) | · | · | 0 | -7 | -16 | · | · | 1.2 | · |
| CCOC(=O)C1=C(C)NC(C)=C(C(=O)OCC)C1C(=O)OCC(N)=O | 7 | -15 | 1 | -5 | 0 | -2 | -2 | -0.1 | -1 |
| CCOC(=O)N1CCN(C(=O)CNS(=O)(=O)c2c(C)cc(C)cc2C)CC1 | -14 | -7 | 0 | -21 | -11 | -6 | -2 | -0.4 | 7 |
| Cc1cc(-c2n[nH]c(=S)n2Cc2ccccc2)cs1 | -9 | -16 | 0 | -5 | 2 | 4 | -7 | -0.4 | 4 |
| CCn1c(=O)c2c(cnn2C)c2ccccc21 | 4 | -13 | 0 | 10 | 7 | -14 | -4 | -0.1 | 2 |
| CC(C)NC(=O)CC1Nc2c3ccccc3nc(=S)n2C1=O (stereo not given) | 3 | 0 | 2 | -14 | 13 | -4 | -4 | 0.1 | 2 |
| CCOC(=O)N/N=C/c1cn(Cc2ccc(Cl)cc2)c2ccccc12 | 3 | -5 | 1 | 6 | -2 | -3 | -7 | 0.1 | -1 |
| CCCNC(=O)C1(C)CCN1C(=O)Cc1ccc(C(C)(C)C)cc1 (stereo not given) | -9 | · | 5 | -10 | -15 | · | -1 | 3.2 | 3 |
| C=C1CCC[C@]2(C)C[C@H]3OC(=O)C(CN4CCOCC4)[C@H]3C[C@@H]12 (stereo not given in full) | 1 | 1 | 1 | -3 | -7 | -18 | -5 | 0.3 | 0 |
| COc1cc(CN2C[C@@H](CO)O[C@@H](n3cnc4c(N(C)C)ncnc43)C2)cc(OC)c1OC | -11 | · | 1 | -5 | -13 | · | -2 | -0.2 | 6 |
| Cc1nc2ccc(NS(=O)(=O)c3ccc(F)cc3F)cc2s1 | 8 | -18 | 10 | 9 | -5 | -12 | 1 | 10 | -7 |
| COc1cc(C(=O)NC(=S)NCc2ccncc2)cc(OC)c1OC | -6 | · | 5 | -20 | -11 | · | 0 | 3.2 | -2 |
| CCOc1ccc(-c2nn(-c3ccccc3)cc2/C=C2\SC(N)=NC2=O)cc1C | -10 | -29 | 0 | 3 | -17 | -6 | 2 | 1.4 | 12 |
| Cc1cc(C)c(NC(=O)/C(C#N)=C/c2ccc(OCc3ccc(F)cc3)cc2)c(C)c1 | 3 | -24 | 6 | 18 | 1 | -9 | -4 | 1.6 | 0 |
| O=C(CSc1ccc(-c2ccc(Cl)cc2)nn1)NC1CCCC1 | -4 | 1 | 0 | -1 | -12 | -7 | -2 | 0.1 | 7 |
| Cc1cc2c(cc1C)NC(c1ccccn1)C1=C(CC(C)(C)CC1=O)N2 (stereo not given) | 3 | -17 | 1 | 6 | 0 | -1 | -1 | 0.2 | 1 |
| O=C(Nc1cccc(NC(=O)c2ccccc2Cl)c1)c1ccc(F)cc1 | -1 | -1 | 13 | 11 | 25* | -6 | 0 | 4.2 | 3 |
| COCCNc1nnc(SCC(=O)Nc2nnc(-c3ccccc3)o2)s1 | -10 | 0 | 0 | 3 | -6 | 0 | -1 | 0.6 | 10 |
| C=CCNC(=O)NC(=O)COC(=O)COc1ccc(Br)cc1F | 3 | -4 | -1 | 3 | 0 | -2 | 1 | 0.1 | 3 |
| CCCCOc1ccc(C(=O)NCC(=O)NC2CC2)cc1 | -7 | · | 1 | 3 | -10 | · | -1 | 1.6 | 6 |
| CCn1c(C)nc2c(C)[n+](CC(=O)c3ccc(Br)cc3)ccc21 | 22 | -5 | 0 | 8 | 24* | 2 | -9 | -0.3 | -17 |
| CC(C)Cn1c(N)c(C(=O)COC(=O)c2cc(S(=O)(=O)N3CCOCC3)ccc2Br)c(=O)n(C)c1=O | 8 | -12 | 20 | 8 | 6 | -4 | -3 | 6.9 | 1 |
| C[C@H](CO)N1C[C@H](C)[C@H](CN(C)C(=O)Nc2cccc(C(F)(F)F)c2)OCc2cnnn2CCCC1=O | 2 | · | 2 | 1 | 2 | · | -4 | 0.3 | -3 |
| CC(C)c1ccc(NC(=O)Nc2cnccn2)cc1 | 0 | -4 | 2 | 2 | 3 | -7 | 0 | 1.4 | 4 |
| Cc1ccc(-n2nc3c(=O)n(C(C)C(=O)NC4CC4)nc(C)c3c2C)cc1 (stereo not given) | -9 | -15 | 1 | -12 | 4 | -6 | -5 | -0.5 | 13 |
| CCCCN(C(=O)c1c(CC)noc1C)c1c(N)n(CC(C)C)c(=O)[nH]c1=O | 3 | -6 | 0 | -21 | -28 | -5 | -2 | 0.5 | 3 |

Next results:
| compound | CHRM1 antagonist | CHO parental Ca | M4 ag | CHRM4 antagonist | CHO-K1 Ca antag | OXTR potentiate | CHRM1 agonist | M1 ag parental | M1 PAM |
| --- | --- | --- | --- | --- | --- | --- | --- | --- | --- |
| O=C(C[n+]1ccc(C(=O)N/N=C/c2ccc(OCc3ccccc3)cc2)cc1)c1ccccc1 | 7 | 0 | 4 | 2 | -15 | -8 | -12 | 1.3 | -2 |
| O=C(c1cccs1)N1C[C@H](O)[C@@H](n2cc(-c3ccc(F)cc3)nn2)C[C@@H]1c1ccccc1 | -7 | · | 8 | -17 | -23 | · | -3 | 1.2 | 0 |
| CCC1CCCCN1CC(O)Cn1c2ccccc2n2c(=O)cc(C)c(C#N)c12 (stereo not given) | -4 | -20 | 1 | 0 | -12 | -4 | -12 | 0.7 | -1 |
| Cc1ccc(NC(=O)Nn2cnnc2)c(C)c1 | -13 | -6 | 0 | -16 | 2 | -9 | 5 | 0.4 | 20 |
| CCc1ccccc1NS(=O)(=O)c1cc(C)ccc1OC | -6 | -27 | 0 | -6 | -3 | -4 | -4 | 0.2 | 1 |
| CCC(C)(C)n1nnnc1C(c1ccncc1)N1CCN(c2cccc(OC)c2)CC1 (stereo not given) | 12 | -17 | 3 | 13 | -7 | -4 | -5 | 0.7 | -1 |
| CCN(CC(=O)Nc1ccc(NC(C)=O)cc1)C(=O)/C=C/c1cn(Cc2ccccc2)nc1-c1cccnc1 | -14 | -8 | 0 | 5 | 11 | -5 | -4 | -0.1 | 3 |
| Cc1ccc(-c2nc(CS(=O)(=O)CC(=O)NC3CCCCC3C)c(C)o2)cc1 (stereo not given) | -16 | -5 | 0 | -7 | 11 | -9 | -1 | 3.7 | 11 |
| CCNC(C(=O)c1c[nH]c2c(CC)cccc12)c1ccccc1 (stereo not given) | 13 | -12 | 5 | 14 | 8 | -4 | -4 | 2.2 | -7 |

Source: PubChem BioAssay (The Scripps Research Institute Molecular Screening Center)
